MrgX1 PAM = allosterically activates human MrgX1 receptor signaling; Q96LB2; B-score at 10 µM; hit rate 0.63% among 310,000; MrgX1-HEK293, Fluo-4 calcium flux, FDSS; hits give high values; AID 588675;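 active = plate-corrected calcium response at least 3 library SD above typical, normal starting fluorescence, not activating the receptor alone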;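 also: compound read alongside a low EC10 to EC30 dose of BAM8-22 agonist; peak minus trough fluorescence over baseline measured at the second addition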
Target sequence (Q96LB2 whole entry, looked up): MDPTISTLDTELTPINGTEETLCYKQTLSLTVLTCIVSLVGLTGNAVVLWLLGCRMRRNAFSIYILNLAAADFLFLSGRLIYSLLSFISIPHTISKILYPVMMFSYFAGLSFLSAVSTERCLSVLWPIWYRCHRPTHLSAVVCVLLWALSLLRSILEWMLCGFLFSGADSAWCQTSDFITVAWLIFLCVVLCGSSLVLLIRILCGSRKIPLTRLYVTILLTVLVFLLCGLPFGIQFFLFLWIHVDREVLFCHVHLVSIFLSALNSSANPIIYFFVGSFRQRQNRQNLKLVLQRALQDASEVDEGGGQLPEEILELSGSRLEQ
TRPC6 activator = activators of mouse TRPC6 channel; Q61143; HEK293-TRPC6 membrane potential dye fluorescence; hits give high values; B-score at 10 µM; hit rate 0.13% among 310,000; AID 2550;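 active = B-score of the integrated fluorescence ratio above library mean plus 3 SD, and starting fluorescence ratio within library mean plus 5 SD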;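 also: higher score means more depolarization so channel activation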
ANO1 block = inhibitors of mouse TMEM16A calcium-activated chloride channel; Q8BHY3; HEK293 TMEM16A/YFP iodide influx fluorescence, ionomycin; normalized B-score (activity score, 25-100; higher = stronger inhibition) at 10 µM; hit rate 1.2% among 310,000;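 active = ratio plate-corrected score three or more library SD toward inhibition, starting fluorescence score within five deviations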;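 also: score derived from kinetic fluorescence span divided by baseline fluorescence per well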
SKKanGAS inh = inhibitors of SKKanGAS S. pyogenes growth in kanamycin (SK-promoter or general growth effect) | hit rate 1.3% among 300,000 | inhibition, % at 7.5 µM | BacTiter-Glo, 6 h | AID 1662;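 active = mean replicate score, as percent of positive control median, at least 50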;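 also: strain carries kanamycin resistance gene driven by streptokinase promoter and grows in 40 µg/ml kanamycin; loss of luminescence reflects streptokinase promoter inhibition or plain growth inhibition; 0% = median of DMSO wells and 100% = positive control at its reference dose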
MrgX1 ag = human MrgX1 receptor agonism, primary screen. MrgX1-HEK293 cells, Fluo-4 calcium fluorescence, agonist mode; hits give high values. hit rate 0.44% among 310,000. Q96LB2. B-score at 10 µM. AID 588627;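 active = calcium response B-score plate-corrected fluorescence ratio at least 3 library SD, with starting fluorescence B-score inside 5 SD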
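Material: HEK293 cells stably expressing human MrgX1 receptor | Quantity: 15,000 cells per well | Times: Cells plated overnight, dye loaded 0.5 h 37 °C, 0.5 h room temperature | Measured by: Kinetic Fluo-4 NW fluorescence of intracellular calcium | Control set: Positive and negative controls per plate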
HDAC3 inh = human HDAC3 inhibition; hit rate 0.15% among 320,000; recombinant HDAC3, fluorogenic peptide/trypsin coupled, fluorescence; inhibition, % at 8.3 µM; O15379; in the data active = inhibition above about 26%, passing the limit was not always enough
Target sequence (O15379 whole entry, looked up): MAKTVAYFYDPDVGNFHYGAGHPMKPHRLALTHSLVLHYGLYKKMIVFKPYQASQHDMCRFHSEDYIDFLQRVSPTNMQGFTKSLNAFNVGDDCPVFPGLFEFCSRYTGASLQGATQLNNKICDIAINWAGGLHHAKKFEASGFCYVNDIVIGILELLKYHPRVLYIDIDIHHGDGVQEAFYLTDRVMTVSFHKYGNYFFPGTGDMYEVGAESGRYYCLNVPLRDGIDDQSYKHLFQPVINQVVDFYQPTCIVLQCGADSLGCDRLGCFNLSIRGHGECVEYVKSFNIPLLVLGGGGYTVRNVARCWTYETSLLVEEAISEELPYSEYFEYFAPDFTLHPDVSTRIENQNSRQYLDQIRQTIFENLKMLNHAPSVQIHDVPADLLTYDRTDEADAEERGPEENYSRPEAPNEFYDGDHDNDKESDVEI
RGS4 pot = RGS4 potentiation or activation | HEK293 M3R/inducible RGS4, carbachol calcium flux Fluo4; hits give low values | B-score at 10 µM | hit rate 0.92% among 310,000 | AID 463111;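 active = B-score of the integrated calcium signal more than 4 SD below the library mean, with starting fluorescence not abnormally high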;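 also: negative B-score means reduced calcium response which marks RGS4 activation or potentiation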
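Detection: kinetic calcium fluorescence imaging with Fluo4-AM dye, 2 µM / Material: HEK293 cells with stable M3R and inducible RGS4 / Schedule: recording 10 s baseline at 1 Hz, 100 s post-agonist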
RGS4 block = human RGS4 inhibition | P49798 | B-score at 10 µM | HEK293 M3R/RGS4 inducible, Fluo-4 calcium flux; hits give high values; triggered by carbachol at its EC20 | AID 463165 | hit rate 0.45% among 310,000;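 active = B-score, a plate-corrected calcium signal, over three deviations above library mean, with baseline fluorescence within five deviations of library mean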;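 also: RGS4 expression induced by doxycycline in cells with stable M3 receptor; B-score is computed from the integrated fluorescence ratio over baseline after carbachol; higher B-score means a larger calcium signal and so more RGS4 inhibition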
Target sequence (P49798 whole entry, looked up): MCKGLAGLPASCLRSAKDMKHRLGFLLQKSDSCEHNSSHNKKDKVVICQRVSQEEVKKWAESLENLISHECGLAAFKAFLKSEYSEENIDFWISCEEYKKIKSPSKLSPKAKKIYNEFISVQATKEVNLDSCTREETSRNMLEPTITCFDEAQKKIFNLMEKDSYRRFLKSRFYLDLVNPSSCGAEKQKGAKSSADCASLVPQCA
ANO1 activ = activates or potentiates the mouse TMEM16A chloride channel; HEK293 TMEM16A/YFP-H148Q/I152L, iodide quench fluorescence; hits give low values; hit rate 0.3% among 340,000; B-score at 10 µM; Q8BHY3;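 active = fluorescence-ratio B-score plate-corrected deviation score at least 3 library SD below zero, with starting fluorescence score within 5 deviations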;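 also: channel opened by trigger with iodide after compound preincubation; score built on the fluorescence ratio of max minus min over baseline; more negative score means more quench and so TMEM16A activation or potentiation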
MrgX1 antag = blocks BAM8-22 activation of human MrgX1 receptor; Q96LB2; hit rate 1.3% among 310,000; MRGX1-HEK293 calcium flux, Fluo-4, BAM8-22 antagonism; hits give low values; B-score at 10 µM; AID 588676;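 active = calcium-response B-score plate-corrected more than 3 library SD below zero, starting fluorescence within 5 deviations, no agonist response on first addition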;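 also: peak minus trough fluorescence over baseline after final BAM8-22 challenge near maximal dose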
TRPC6 inhibitor = mouse TRPC6 channel inhibition; Q61143; hit rate 1.1% among 310,000; HEK293-TRPC6, membrane potential dye, ACh-evoked depolarization; hits give low values; B-score at 10 µM;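 active = B-score under library mean minus 3 SD, initial fluorescence not abnormally high, positive integrated signal ratio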;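 also: B-score derived from integrated fluorescence ratio over the kinetic read; more negative B-score means stronger inhibition of depolarization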
* = called active by the depositor.

Screening O=C(C1CCN(S(=O)(=O)c2cccs2)CC1)N1CCCC(C(F)(F)F)C1 (stereo not drawn) returned MrgX1 PAM inactive, TRPC6 activator inactive, ANO1 block inactive, SKKanGAS inh -1, MrgX1 ag inactive, HDAC3 inh 3, RGS4 pot inactive, RGS4 block inactive, ANO1 activ inactive, MrgX1 antag inactive and TRPC6 inhibitor inactive.
Screening CC(C)(C)OC(=O)N1CCC[C@H]1C(=O)N/N=C/c1cccc2nccnc12 returned MrgX1 PAM inactive, TRPC6 activator inactive, ANO1 block inactive, SKKanGAS inh -1, MrgX1 ag inactive, HDAC3 inh 5, RGS4 pot inactive, RGS4 block inactive, ANO1 activ inactive, MrgX1 antag inactive and TRPC6 inhibitor inactive.
For CC(=O)NC(CC(=O)NNC(=O)c1cc2ccccc2cc1O)c1ccccc1 (stereo not drawn) the results were MrgX1 PAM inactive, TRPC6 activator inactive, ANO1 block inactive, SKKanGAS inh 5, MrgX1 ag inactive, HDAC3 inh 7, RGS4 pot inactive, RGS4 block inactive, ANO1 activ inactive, MrgX1 antag inactive and TRPC6 inhibitor inactive.
Cc1ccc(CN(C(=O)c2ccccc2C)C2CCS(=O)(=O)C2)o1 (stereo not drawn) was read as MrgX1 PAM inactive, TRPC6 activator inactive, ANO1 block inactive, SKKanGAS inh -3, MrgX1 ag inactive, HDAC3 inh -1, RGS4 pot inactive, RGS4 block inactive, ANO1 activ inactive, MrgX1 antag inactive and TRPC6 inhibitor inactive.
Screening CCCc1cc(=O)oc2cc(OCC(=O)NCCCN3CCCC3=O)ccc12 returned MrgX1 PAM inactive, TRPC6 activator inactive, ANO1 block inactive, SKKanGAS inh -4, MrgX1 ag inactive, HDAC3 inh -8, RGS4 pot inactive, RGS4 block inactive, ANO1 activ inactive, MrgX1 antag inactive and TRPC6 inhibitor inactive.
COc1ccc(CCC(=O)NNC(=S)Nc2cccc(C(C)=O)c2)cc1 was read as MrgX1 PAM inactive, TRPC6 activator inactive, ANO1 block inactive, SKKanGAS inh 5, MrgX1 ag inactive, HDAC3 inh -6, RGS4 pot inactive, RGS4 block inactive, ANO1 activ inactive, MrgX1 antag inactive and TRPC6 inhibitor inactive.
O=C(NC1CCCCC1)c1nn2c(C(F)(F)F)cc(-c3ccco3)nc2c1Br was read as MrgX1 PAM inactive, TRPC6 activator inactive, ANO1 block inactive, SKKanGAS inh -1, MrgX1 ag inactive, HDAC3 inh 1, RGS4 pot inactive, RGS4 block inactive, ANO1 activ inactive, MrgX1 antag inactive and TRPC6 inhibitor inactive.
`CCCCn1nnc(NC(=O)C(c2ccccc2)c2ccccc2)n1` gave MrgX1 PAM inactive, TRPC6 activator inactive, ANO1 block inactive, SKKanGAS inh -2, MrgX1 ag inactive, HDAC3 inh 1, RGS4 pot inactive, RGS4 block inactive, ANO1 activ inactive, MrgX1 antag inactive and TRPC6 inhibitor inactive.
For CCOc1ccc(N2C(=O)CSC2c2ccncc2)cc1 (stereo not drawn) the results were MrgX1 PAM inactive, TRPC6 activator inactive, ANO1 block inactive, SKKanGAS inh 10, MrgX1 ag inactive, HDAC3 inh 3, RGS4 pot inactive, RGS4 block inactive, ANO1 activ inactive, MrgX1 antag inactive and TRPC6 inhibitor inactive.
Screening CCO[C@@H]1OC(C(=O)NC2CC2)=C[C@H](c2ccc(C(F)(F)F)cc2)[C@H]1CCCO returned MrgX1 PAM inactive, TRPC6 activator inactive, ANO1 block inactive, SKKanGAS inh -1, MrgX1 ag inactive, HDAC3 inh 9, RGS4 pot inactive, RGS4 block inactive, ANO1 activ inactive, MrgX1 antag inactive and TRPC6 inhibitor inactive.
Screening O=C(CCn1cnc2ccccc2c1=O)Nc1nc(-c2ccc(Br)cc2)cs1 returned MrgX1 PAM inactive, TRPC6 activator inactive, ANO1 block inactive, SKKanGAS inh 5, MrgX1 ag inactive, HDAC3 inh -2, RGS4 pot inactive, RGS4 block inactive, ANO1 activ inactive, MrgX1 antag inactive and TRPC6 inhibitor inactive.
`COc1ccc(CCNC(=O)c2cc(COc3c(C)cccc3C)on2)c(OC)c1` gave MrgX1 PAM inactive, TRPC6 activator inactive, ANO1 block inactive, SKKanGAS inh 1, MrgX1 ag inactive, HDAC3 inh -6, RGS4 pot inactive, RGS4 block inactive, ANO1 activ inactive, MrgX1 antag inactive and TRPC6 inhibitor inactive.
For COc1cc(/C=N/NC(=O)C(=O)NCc2cccnc2)cc(OC)c1OC the results were MrgX1 PAM inactive, TRPC6 activator inactive, ANO1 block inactive, SKKanGAS inh -8, MrgX1 ag inactive, HDAC3 inh 6, RGS4 pot inactive, RGS4 block inactive, ANO1 activ inactive, MrgX1 antag inactive and TRPC6 inhibitor inactive.
Cc1nc([N+](=O)[O-])c(C(=O)O)n1C was read as MrgX1 PAM inactive, TRPC6 activator inactive, ANO1 block inactive, SKKanGAS inh -10, MrgX1 ag inactive, HDAC3 inh -4, RGS4 pot inactive, RGS4 block inactive, ANO1 activ inactive, MrgX1 antag inactive and TRPC6 inhibitor inactive.
Screening C/C(=N\NC(=O)c1c(Br)c(C)nn1C)c1cccc(NC(=O)C2CCC2)c1 returned MrgX1 PAM inactive, TRPC6 activator inactive, ANO1 block inactive, SKKanGAS inh -2, MrgX1 ag inactive, HDAC3 inh 2, RGS4 pot inactive, RGS4 block inactive, ANO1 activ inactive, MrgX1 antag inactive and TRPC6 inhibitor inactive.
Screening Nc1nnc(CC(=O)N/N=C/c2cc([N+](=O)[O-])cc(Br)c2O)s1 returned MrgX1 PAM inactive, TRPC6 activator inactive, ANO1 block inactive, MrgX1 ag inactive, HDAC3 inh 4, RGS4 pot inactive, RGS4 block inactive, ANO1 activ inactive, MrgX1 antag inactive and TRPC6 inhibitor inactive.
For COc1ccc(NC(=O)C2CCN(c3cnccn3)CC2)cc1Cl the results were MrgX1 PAM inactive, TRPC6 activator inactive, ANO1 block inactive, SKKanGAS inh 0, MrgX1 ag inactive, HDAC3 inh 2, RGS4 pot inactive, RGS4 block inactive, ANO1 activ inactive, MrgX1 antag inactive and TRPC6 inhibitor inactive.
`CCOC(=O)C(=O)N(Nc1ccc(C)cc1)c1ccc(C)cc1` gave MrgX1 PAM inactive, TRPC6 activator inactive, ANO1 block inactive, SKKanGAS inh 1, MrgX1 ag inactive, HDAC3 inh 5, RGS4 pot inactive, RGS4 block inactive, ANO1 activ inactive, MrgX1 antag inactive and TRPC6 inhibitor inactive.
For O=C(Nc1nc(-c2cccnc2)cs1)c1ccccc1Cl the results were MrgX1 PAM inactive, TRPC6 activator inactive, ANO1 block inactive, SKKanGAS inh -3, MrgX1 ag inactive, HDAC3 inh 1, RGS4 pot inactive, RGS4 block inactive, ANO1 activ inactive, MrgX1 antag inactive and TRPC6 inhibitor inactive.
CCN1C(=O)/C(=C\N2CCN(c3ccc(F)cc3)CC2)SC1=S was read as MrgX1 PAM inactive, TRPC6 activator inactive, ANO1 block inactive, SKKanGAS inh -4, MrgX1 ag inactive, HDAC3 inh 2, RGS4 pot inactive, RGS4 block inactive, ANO1 activ inactive, MrgX1 antag inactive and TRPC6 inhibitor inactive.
CN(C)c1ccc(C=NCC2(O)CCOC(C)(C)C2)cc1 (stereo not drawn) was read as MrgX1 PAM inactive, TRPC6 activator inactive, ANO1 block inactive, SKKanGAS inh 2, MrgX1 ag inactive, HDAC3 inh -1, RGS4 pot inactive, RGS4 block inactive, ANO1 activ inactive, MrgX1 antag inactive and TRPC6 inhibitor inactive.
Cc1ccc(C23CC4CC(CC(C(=O)NC(C)C(=O)O)(C4)C2)C3)cc1 (stereo not drawn) was read as MrgX1 PAM inactive, TRPC6 activator inactive, ANO1 block inactive, SKKanGAS inh 5, MrgX1 ag inactive, HDAC3 inh -2, RGS4 pot inactive, RGS4 block inactive, ANO1 activ inactive, MrgX1 antag inactive and TRPC6 inhibitor inactive.
For COCCCNC(=O)CSc1nc2cc(S(=O)(=O)N3CCCCC3)ccc2o1 the results were MrgX1 PAM inactive, TRPC6 activator inactive, ANO1 block inactive, SKKanGAS inh -3, MrgX1 ag inactive, HDAC3 inh -5, RGS4 pot inactive, RGS4 block inactive, ANO1 activ inactive, MrgX1 antag inactive and TRPC6 inhibitor inactive.
Screening Cc1ccc(N(C(=O)c2ccco2)C2C=CS(=O)(=O)C2)cc1 (stereo not drawn) returned MrgX1 PAM inactive, TRPC6 activator inactive, ANO1 block inactive, SKKanGAS inh -4, MrgX1 ag inactive, HDAC3 inh -2, RGS4 pot inactive, RGS4 block inactive, ANO1 activ inactive, MrgX1 antag inactive and TRPC6 inhibitor inactive.
Screening O=C(Nc1ccccc1)N1CCn2c(nc3ccccc32)C1 returned MrgX1 PAM inactive, TRPC6 activator inactive, ANO1 block inactive, SKKanGAS inh -8, MrgX1 ag inactive, HDAC3 inh 5, RGS4 pot inactive, RGS4 block inactive, ANO1 activ inactive, MrgX1 antag inactive and TRPC6 inhibitor inactive.
For COc1cccc(OCC(=O)Nc2c3c(nn2-c2ccccc2)CS(=O)(=O)C3)c1 the results were MrgX1 PAM inactive, TRPC6 activator inactive, ANO1 block inactive, SKKanGAS inh 25, MrgX1 ag inactive, HDAC3 inh 5, RGS4 pot inactive, RGS4 block inactive, ANO1 activ inactive, MrgX1 antag inactive and TRPC6 inhibitor inactive.
COC(=O)c1ccc2c(c1)NC(=O)C(N(CC(C)C)CC(C)C)S2 (stereo not drawn) was read as MrgX1 PAM inactive, TRPC6 activator inactive, ANO1 block inactive, SKKanGAS inh -15, MrgX1 ag inactive, HDAC3 inh -1, RGS4 pot inactive, RGS4 block inactive, ANO1 activ inactive, MrgX1 antag inactive and TRPC6 inhibitor inactive.
O=c1c2ccccc2nc(SCc2nnc(-c3ccccc3)o2)n1-c1ccccc1 was read as MrgX1 PAM inactive, TRPC6 activator inactive, ANO1 block inactive, SKKanGAS inh 13, MrgX1 ag inactive, HDAC3 inh 0, RGS4 pot inactive, RGS4 block inactive, ANO1 activ inactive, MrgX1 antag inactive and TRPC6 inhibitor inactive.
